# A3A deaminase: inhibitors of human APOBEC3A DNA deaminase; recombinant A3A, FAM/TAMRA ssDNA deamination fluorescence; inhibition, % at 20 µM; hit rate 0.41% among 330,000;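 active means at least 40% inhibition at 20 µM here, with at most 30% in a related deaminase screen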;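 further: plate controls were A3A with DMSO for no effect and wells lacking A3A enzyme for full effect; some results filed as inactive read as strong as hits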
# Target sequence (P31941 whole entry, looked up): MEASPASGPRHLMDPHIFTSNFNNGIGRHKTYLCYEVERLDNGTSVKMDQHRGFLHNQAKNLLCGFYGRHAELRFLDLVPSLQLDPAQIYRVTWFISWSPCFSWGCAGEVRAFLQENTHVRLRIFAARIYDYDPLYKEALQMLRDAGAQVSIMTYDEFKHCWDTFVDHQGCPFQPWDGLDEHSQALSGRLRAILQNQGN
# hIAP activ: increases human intestinal alkaline phosphatase activity; P09923; purified human IAP, CDP-Star luminescence, 30 min; hits give high values; 1 = vehicle-only enzyme, 0 = enzyme-free background; activation factor at 10 µM; hit rate 0.16% among 330,000;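 active means activation factor of the enzyme at least 2-fold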; further: the source names both 10 and 20 µM as test concentration; values of inactives mirror those of a sister screen read the other way
# Target sequence (P09923 whole entry, looked up): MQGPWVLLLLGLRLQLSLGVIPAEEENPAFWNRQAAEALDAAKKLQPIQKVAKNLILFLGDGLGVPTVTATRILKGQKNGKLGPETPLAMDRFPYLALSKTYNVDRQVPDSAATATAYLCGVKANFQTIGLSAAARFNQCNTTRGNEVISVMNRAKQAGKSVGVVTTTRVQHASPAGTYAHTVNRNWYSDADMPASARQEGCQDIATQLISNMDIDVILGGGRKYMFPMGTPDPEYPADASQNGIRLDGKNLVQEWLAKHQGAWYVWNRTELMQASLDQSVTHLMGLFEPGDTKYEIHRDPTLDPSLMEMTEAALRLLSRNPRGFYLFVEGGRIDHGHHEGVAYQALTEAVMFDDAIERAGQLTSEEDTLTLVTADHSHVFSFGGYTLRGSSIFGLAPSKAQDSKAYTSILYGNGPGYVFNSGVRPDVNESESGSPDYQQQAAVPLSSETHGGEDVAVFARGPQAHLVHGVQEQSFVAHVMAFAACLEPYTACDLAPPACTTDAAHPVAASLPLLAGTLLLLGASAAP
# mIAP act: mouse IAP activation. muIAP, CDP-Star luminescence, 30 min; hits give high values; 1 = vehicle-only enzyme signal, 0 = enzyme-free wells. activation factor at 10 µM. hit rate 0.24% among 330,000. AID 2805;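 active means activation factor of at least 2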; further: the source names both 10 and 20 µM as test concentration; values of inactives mirror those of a sister screen read the other way
#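 Assay system: mouse IAP enzyme; reagent: chemiluminescent substrate CDP-Star; dosing: test compounds delivered from DMSO solution; schedule: 30 min at room temperature; measured by: luminescence from enzymatic CDP-Star hydrolysis; controls: DMSO-only wells and no-enzyme negative control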
# hIAP block: human IAP inhibition; P09923; purified IAP, CDP-Star luminescence, 30 min; inhibition, % at 10 µM; hit rate 0.12% among 330,000; AID 2544;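 active means inhibition reaching a set limit with compound at 10 µM in the primary screen, cut at about 35% in these data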;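 further: plate controls were DMSO wells with enzyme for no effect and no-enzyme buffer wells for full effect; values of inactives mirror those of a sister screen read the other way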
# A3G deaminase: APOBEC3G (human) deaminase inhibition | Q9HC16 | recombinant A3G, ssDNA deamination FAM/TAMRA fluorescence | inhibition, % at 20 µM | hit rate 0.28% among 330,000 | AID 493012;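 active means inhibition of at least 40% at 20 µM, with no more than 30% in the related APOBEC3A deaminase screen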;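 further: plate controls were DMSO wells with A3G for no effect and wells lacking A3G enzyme for full effect; some compounds called inactive have numbers as strong as hits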
# MPTP block: blocks calcium-induced mitochondrial swelling; isolated mouse mitochondria, Ca2+ swelling absorbance, 30 min; inhibition, % at 10 µM; hit rate 1.4% among 360,000; AID 602449;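 active means inhibition of 50% or more, scaled per plate between neutral and stimulator controls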;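 further: 0% = DMSO wells given calcium and 100% = 1 mM EGTA wells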
# ATG4B inhibitor: blocks human ATG4B protease cleavage of LC3 substrate. ATG4B cleavage of LC3-PLA2, NBD-HPC fluorescence, 1 h. hit rate 0.51% among 340,000. Q9Y4P1. inhibition, % at 8.33 µM; in the data active means inhibition above about 40%
# Target sequence (Q9Y4P1 whole entry, looked up): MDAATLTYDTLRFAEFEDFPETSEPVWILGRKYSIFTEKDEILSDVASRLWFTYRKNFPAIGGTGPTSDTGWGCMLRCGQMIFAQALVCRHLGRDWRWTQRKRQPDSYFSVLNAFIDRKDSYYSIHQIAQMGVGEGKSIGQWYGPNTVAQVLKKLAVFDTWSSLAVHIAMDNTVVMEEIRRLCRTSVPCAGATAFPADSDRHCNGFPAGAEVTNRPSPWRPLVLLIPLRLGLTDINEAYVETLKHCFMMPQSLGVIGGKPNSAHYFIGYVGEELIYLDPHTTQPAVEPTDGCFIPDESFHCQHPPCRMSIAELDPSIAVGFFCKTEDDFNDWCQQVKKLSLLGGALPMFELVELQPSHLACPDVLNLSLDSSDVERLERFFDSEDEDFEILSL
# mIAP block: mouse IAP inhibition. inhibition, % at 10 µM. hit rate 0.2% among 330,000. AID 2806. purified mouse IAP, CDP-Star luminescence, 30 min;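 active means inhibition of at least 40% at 10 µM in the primary screen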;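 further: plate controls were DMSO with enzyme for no effect and no enzyme wells for full effect; values of inactives mirror those of a sister screen read the other way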
# beta cell repl: inducers of beta-cell replication in MIN6 cells; hit rate 0.29% among 330,000; MIN6 cells proliferation, ATPlite luminescence, 48 h; cells starved in 0.2% serum; 100% = growth in 10% serum; proliferation, % at 10 µM;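 active means compounds whose signal lies at least 3.5 SD above the mean of all wells on their plate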;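 further: 0% = DMSO-treated cells in low-serum medium and 100% = 10% serum control; some compounds called inactive have numbers as strong as hits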
# An asterisk follows results filed as active; & = joins results of further samples. Compounds were not picked by outcome, and some 3.3% of all compounds hit somewhere here.
SMILES,A3A deaminase,hIAP activ,mIAP act,hIAP block,A3G deaminase,MPTP block,ATG4B inhibitor,mIAP block,beta cell repl
Oc1ccc(Br)cc1-c1cc(-c2ccccc2Cl)[nH]n1,-2,1.5,1,-48,-4,74*,22,0,-3
C/C=C/C=C/C(=O)N1CC2(CC(c3cccc(NC(=O)CCCCC)c3)=NO2)C[C@H]1C(N)=O (some centres not stated),0,1,1.2,-3,-2,-1.1,-9,-15,1
Cc1ccc(CNC(=O)Cn2cccc2C(=O)c2ccccc2C)cc1,4,1,1.1,-2,-2,-4.1,3,-7,-1
COc1ccc2c(Cl)c(C(=O)NC3CCS(=O)(=O)C3)sc2c1 (configuration not stated),0,1,1,-5,0,-1.4,-3,-4,-1
O=S(=O)(Nc1nccs1)c1ccc(Cl)cc1,-1,0.92,0.94,8,-4,-0.1,5,6,0
Cc1ccc(S(=O)(=O)NCC(=O)OCC(=O)c2cc(C)n(-c3ccccc3)c2C)cc1,3,1.1,1,-6,8,2.1,-13,-3,0
Cc1cc(NC(=O)Nc2cc(F)ccc2F)no1,-5,1.1,1.1,-6,-9,1.0,4,-7,0
COc1ccc(N2CCN(C(=O)COC(=O)/C=C/c3ccc(OC(F)F)cc3)CC2)cc1,-5,1.1,1,-7,-11,-0.8,-4,-4,-2
N/C(=N\N=C\c1cccc(O)c1)c1nonc1N,-3,0.92,0.96,8,-10,2.2,-8,4,-1
Cc1ccc(O)c(NC(=O)c2ccc3c(c2)C(=O)N(CC(C)C)C3=O)c1,-4,1.1,0.92,-5,-1,2.1,10,8,-2
COC(=O)c1ccc2[nH]c(C)cc(=O)c2c1,-2,0.9,0.94,10,-3,-2.6,-9,6,-1
CCOC(=O)N1CCN(C(=O)CN(c2ccccc2OC)S(=O)(=O)c2ccc(OC)cc2)CC1,-6,0.99,1.1,1,-2,0.6,4,-6,-2
CN(C)c1ccc(S(=O)(=O)N2CCCCC2)cc1NC(=O)CCNC(=O)c1ccco1,1,0.94,1,6,-3,0.5,-8,0,-2
Cc1cc(-c2nnc(CCC(=O)NCCc3ccccc3F)o2)no1,-3,0.96,1,4,-6,-0.6,12,-4,0
COc1cc(CN2CCN(c3cccc(C)c3C)CC2)cc([N+](=O)[O-])c1O,3,0.97,0.85,3,-3,-0.2,22,15,-2
CCCN1CCN(C(=O)c2ccc(F)c(S(=O)(=O)N3CCOCC3)c2)CC1,0,0.9,1,10,-3,-0.1,-10,-1,6
CC(=O)NCCc1nc2ccccc2n1Cc1ccc(C)cc1,0,1,1,-4,-7,1.6,-3,-5,-2
O=C1CC(N2CCN(Cc3ccc4c(c3)OCO4)CC2)C(=O)N1c1cccc2ccccc12 (configuration not stated),-3,1.1,0.96,-9,-9,6.9,-30,4,2
O=C(O)CC1S/C(=N/N=C/C=C/c2ccccc2)NC1=O (configuration not stated),-4&1,0.95&0.97,1&0.85,5&3,6&-6,-0.6&-0.5,4&-4,-4&15,-3&-3
CCOc1ccc(N(CC(=O)N2CCCCC2)S(=O)(=O)c2ccc(Cl)cc2)cc1,-3,0.96,0.97,4,-14,-1.2,-3,3,-1
O=C(C1CCC(CNc2c(N3CCCCC3)c(=O)c2=O)CC1)N1CCN(c2ccccn2)CC1 (configuration not stated),-1,1.1,1.1,-11,-7,-2.4,14,-13,-1
CCOc1ccc(/C(C)=N/NC(=O)C(OC)c2ccccc2)cc1 (configuration not stated),2,1.1,1,-14,-2,1.5,10,-4,-1
COc1ccc(NC2CCCN(C(=O)c3ccccc3C(F)(F)F)C2)cc1 (configuration not stated),-2,0.97,0.9,2,-4,-0.6,3,10,-1
N#CCCc1cccc(CCC#N)c1,0,1,0.91,-3,-7,1.9,9,10,5
COc1cc(OC)c(N2CC(C(=O)Nc3cc(Cl)ccc3N3CCOCC3)CC2=O)cc1Cl (configuration not stated),6,0.9,1.1,10,-5,-0.7,-10,-5,-3
CC(C)Nc1cc(N2CCCC2)ccc1[N+](=O)[O-],-5,1.1,0.8,-7,-4,2.0,-3,20,-2
O=C1Nc2ccccc2S/C1=C/c1cccs1,-3,1.3,1,-26,-11,2.7,-7,-4,-2
CC(C)c1ccc(NC(=O)C2CC2c2ccccc2)cc1 (configuration not stated),5,1.3,1,-27,-5,0.9,0,-3,-2
CCCOc1ccc(C(=O)NC(=S)Nc2nc(C)c(C(=O)N(C)C)s2)cc1,4,0.89,0.8,11,-4,-0.8,2,20,-1
Cc1cnc(=O)[nH]c1SCc1ccc(C(F)(F)F)cc1,-3,1.2,0.94,-16,-4,-1.5,-6,6,-2
CCOc1ccccc1N(CC(=O)OC)S(=O)(=O)c1ccccc1,-4,1.1,1.1,-7,-4,0.1,-16,-6,5
COc1ccccc1NC(=O)c1ccc(Cl)c(S(=O)(=O)N2CCOCC2)c1,-2,0.9,1,10,-1,-3.3,-12,-4,1
COc1ccc(CNS(=O)(=O)c2ccc(-c3ccc(=O)[nH]n3)s2)cc1OC,3,0.92,1.1,8,2,-1.3,-6,-6,5
O=C(NC1CCCCC1)c1cc2nc3c(c(C(F)(F)F)n2n1)CCCC3,-2,0.95,0.9,5,-7,1.2,-1,10,-1
Cc1cccc(C)c1NC(=O)CS(=O)CC(=O)Nc1ccc(F)cc1F (configuration not stated),2,0.91,0.95,9,-3,-1.0,-4,5,-1
O=C(Cc1c[nH]c2ccccc12)NCc1ccncc1,-1,0.91,0.97,9,-3,2.6,6,3,-2
COC(=O)c1ccc(-c2nc(CN3CCC(C(=O)N4CCOCC4)CC3)c(C)o2)cc1,-1,0.76,1.1,24,-6,2.1,3,-6,5
CC(=O)Nc1cc[n+](C(C)C(=O)c2ccc(Br)cc2)cc1 (configuration not stated),6,1.1,1,-6,1,-1.4,-5,-3,-3
Cc1ccc(NC(=O)C2CSC3(C)CCC(=O)N23)cc1S(=O)(=O)N1CCCCCC1 (configuration not stated),-2,1.2,1.3,-20,-8,0.4,-4,-33,-1
COc1ccccc1CNC(=O)c1ccccc1N,3,0.91,0.94,9,1,0.0,9,6,-3
CCOC(=O)C1(Cc2ccccc2)C(=O)N(CCCN(C)C)c2ccccc21 (configuration not stated),-3,1.9,1.1,-92,-7,0.9,-1,-7,0
Cc1cn(Cc2ccccc2Cn2cc(C)c(=O)[nH]c2=O)c(=O)[nH]c1=O,1,1,0.99,0,3,-0.3,-4,1,-1
Cc1ccc2c(c1)nnn2C1CCN(CC(=O)Nc2ccc(F)cc2)CC1,-9,1.2,1.2,-22,-7,0.8,0,-17,-1
COc1cc(NC(=O)CSc2nnc(NC(C)C)s2)cc(OC)c1OC,5,1.1,1.1,-13,-3,1.6,-6,-8,1
COc1ccc(-c2cc(C(F)(F)F)nc(-n3cncn3)n2)cc1,-4,1,1,0,-4,-0.1,1,-3,1
O=C(/C=C/c1ccc([N+](=O)[O-])cc1)NCCN1C(=O)S/C(=C\c2ccc(F)cc2)C1=O,0,0.81,1,19,-11,5.6,-3,-1,-2
CC(=O)Nc1cc(C(=O)NCCN2CCN(Cc3ccccc3)CC2)ccc1Sc1ccc(C)cc1,-2,1.2,1.1,-23,-6,-0.9,-18,-10,-2
COc1ccc(NC(=O)Cn2c(C)cc(=O)c3cccc(OC)c32)cc1,1,0.94,0.99,6,-4,1.5,-3,1,1
Cc1noc(C)c1COC(=O)Cc1ccc(Br)cc1,4,0.95,1.1,5,-3,1.4,8,-13,1
O=S(=O)(NCc1ccccn1)c1cc(C(F)(F)F)ccc1Cl,-4,0.96,1.1,4,-12,-1.5,-7,-5,-5
CC(/C=C1\NC(=S)NC1=O)=C\c1ccccc1,-9,1,0.88,-1,-9,0.4,-2,12,-2
O=CN1CCN(c2ncnc3c2nnn3Cc2c(F)cccc2Cl)CC1,-5,1,1,-2,-6,-1.1,-9,-2,2
Cc1ccc(C)c(NC(=O)CN(C)C(=O)CCN2C(=O)c3ccccc3C2=O)c1,3,1.2,1,-21,-6,-0.6,2,-1,-1
CCCC1C2C(=O)N(c3ccccc3OCC)C(=O)C2ON1c1ccccc1 (configuration not stated),3,0.93,0.95,7,-3,0.3,-5,5,-2
N#Cc1c(NC(=S)NC(=O)Cc2cccs2)sc2c1CCCCC2,-4,1.2,0.74,-19,-5,84*,-1,26,-6
Cc1cc(C)n(CC(=O)NC2CCCCC2C)c(=O)c1C#N (configuration not stated),-2,1,1,0,-6,-0.8,7,-4,-3
COc1cccc(C(=O)NNC(=O)Cc2csc(N)n2)c1,3,1.5,0.84,-52,3,0.1,-3,16,1
O=C(O)CC(C(=O)O)n1nc(-c2ccccc2)cc1-c1ccccc1 (configuration not stated),4,1.1,0.96,-12,-1,-1.5,-10,4,0
CCN(CC(=O)Nc1ccccc1C(F)(F)F)C(=O)Cc1cccs1,2,1,0.91,-2,-4,-1.0,-4,9,0
O=C(CCNC(=O)c1ccccc1)N/N=C/c1ccc([N+](=O)[O-])cc1,-4,0.96,0.9,4,-8,1.1,-9,10,4

# Shown with each value named: entries from further up
Molecule: Cc1cc(C)n(CC(=O)NC2CCCCC2C)c(=O)c1C#N (configuration not stated)
  A3A deaminase: -2
  hIAP activ: 1
  mIAP act: 1
  hIAP block: 0
  A3G deaminase: -6
  MPTP block: -0.8
  ATG4B inhibitor: 7
  mIAP block: -4
  beta cell repl: -3

Molecule: COc1cccc(C(=O)NNC(=O)Cc2csc(N)n2)c1
  A3A deaminase: 3
  hIAP activ: 1.5
  mIAP act: 0.84
  hIAP block: -52
  A3G deaminase: 3
  MPTP block: 0.1
  ATG4B inhibitor: -3
  mIAP block: 16
  beta cell repl: 1

# Other compounds
SMILES,A3A deaminase,hIAP activ,mIAP act,hIAP block,A3G deaminase,MPTP block,ATG4B inhibitor,mIAP block,beta cell repl
O=C(NCc1ccccn1)c1n[nH]c2ccccc12,3,1,1,0,3,-1.1,-18,-1,-1
Cc1ccc(C)c(N(CC(=O)NC2CCCC2)C(=O)c2oc(C(C)(C)C)cc2C)c1,1,1,1.3,-1,-3,2.6,8,-29,-4
COc1ccc(C(=O)Cn2nnc(-c3ccccc3NC(=O)C3CCCCC3)n2)cc1,1,0.82,0.94,18,-1,-4.1,16,6,0
CCOC(=O)CN1C(=O)CC(c2ccc([N+](=O)[O-])cc2)C1=O (configuration not stated),-5,0.9,0.99,10,-4,3.7,-4,1,-2
COc1cccc(NC(=S)Nc2ccc(Br)cc2Cl)c1,1,0.91,1,9,-1,56*,-4,-4,-1
CCCn1c(=O)c2c(nc3n2CC(C)CN3Cc2ccccc2)n(C)c1=O (configuration not stated),-5,1,0.96,-2,2,-1.2,-4,4,-3
Cc1ccc(NC(=O)CC2C(=O)NCCN2C(=O)c2ccc(F)cc2)cc1 (configuration not stated),2,1.2,1,-16,0,-0.1,2,-2,-2
COCCNc1nc(N)c([N+](=O)[O-])c(N2CCCCCC2)n1,-3,0.94,0.93,6,-5,-0.2,-6,7,-1
CCn1c(CCl)nc2cc(S(=O)(=O)N3CCOCC3)ccc21,-1,1,1.1,-1,-1,0.2,-12,-8,-6
COc1ccc(C(O)(CCC(C)C)C(CN2CCOCC2)c2ccc(Cl)cc2)cc1 (configuration not stated),0,0.92,0.99,8,-8,0.8,-7,1,-4
N#C/C(=C\c1c[nH]c2ccccc12)c1nnc2n1CCCCC2,-3,0.93,1,7,-9,0.3,3,-2,0

# Taken from above:
# MPTP block with `Cc1ccc(NC(=O)CC2C(=O)NCCN2C(=O)c2ccc(F)cc2)cc1` (configuration not stated) reads -0.1
# hIAP activ with `COc1ccc(C(=O)Cn2nnc(-c3ccccc3NC(=O)C3CCCCC3)n2)cc1` reads 0.82
# hIAP block with `O=C(NCc1ccccn1)c1n[nH]c2ccccc12` reads 0
# MPTP block with `COc1ccc(C(O)(CCC(C)C)C(CN2CCOCC2)c2ccc(Cl)cc2)cc1` (configuration not stated) reads 0.8

# Screening results: PubChem, Sanford-Burnham Center for Chemical Genomics
